TEAD-YAP inh: TEAD-YAP interaction inhibition. HEK-TIYL cells, TEAD-Gal4/YAP UAS-luciferase luminescence. inhibition, % at 9.12 µM. hit rate 1.4% among 640,000. AID 1259422; in the data active = inhibition above about 32%;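 also: 0% = median of test compound wells and 100% = reference inhibitor wells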
FBW7 act: activators of human E3 ligase FBW7 | AID 1259310 | hit rate 0.13% among 650,000 | normalized activity (activation), % at 26.1 µM | AlphaScreen FBW7–phospho-cyclin E peptide binding, activator screen | Q969H0; in the data active = normalized activity above about 1.9%;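 also: purified mutant Fbw7 with reduced substrate affinity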
Target sequence (Q969H0 whole entry, looked up): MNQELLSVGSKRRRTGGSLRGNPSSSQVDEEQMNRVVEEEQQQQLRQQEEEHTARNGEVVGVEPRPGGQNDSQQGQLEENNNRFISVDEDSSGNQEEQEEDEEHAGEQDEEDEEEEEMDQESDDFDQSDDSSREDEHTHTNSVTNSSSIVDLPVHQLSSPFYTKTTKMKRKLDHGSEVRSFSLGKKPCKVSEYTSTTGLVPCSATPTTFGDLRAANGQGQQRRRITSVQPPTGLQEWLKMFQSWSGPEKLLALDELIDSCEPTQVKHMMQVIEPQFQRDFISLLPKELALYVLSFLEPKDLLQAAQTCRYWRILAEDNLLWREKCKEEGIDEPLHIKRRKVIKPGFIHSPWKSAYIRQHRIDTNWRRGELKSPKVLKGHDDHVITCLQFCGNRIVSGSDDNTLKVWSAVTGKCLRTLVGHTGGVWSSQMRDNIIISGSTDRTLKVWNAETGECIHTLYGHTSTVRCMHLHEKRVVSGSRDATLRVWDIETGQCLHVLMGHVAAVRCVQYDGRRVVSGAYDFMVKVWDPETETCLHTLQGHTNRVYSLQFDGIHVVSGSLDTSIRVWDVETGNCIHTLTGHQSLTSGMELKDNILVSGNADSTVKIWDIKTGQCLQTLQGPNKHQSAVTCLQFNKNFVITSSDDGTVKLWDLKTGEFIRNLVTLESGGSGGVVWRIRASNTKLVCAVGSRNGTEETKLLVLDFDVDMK
MITF primary: human MITF inhibition, primary screen. AID 1259374. inhibition, % at 2.6 µM. hit rate 0.91% among 650,000. AlphaScreen MITF homodimerization, bead proximity signal; in the data active = inhibition above about 50%;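 also: 0% = vehicle wells with protein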
GPR151 ag: activates the human receptor GPR151; PathHunter beta-arrestin GPR151 cells, luminescence; activation, % at 11.2 µM; Q8TDV0; hit rate 1% among 650,000; in the data active = activation above about 4.9%;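 also: 0% = median of compound wells and 100% = cells with positive control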
* marks the source's active call; other numbers are inactive results; / = no result given; & = joins results of further samples. This is a subset; count on the stated rates, not on these rows.

SMILES	TEAD-YAP inh	FBW7 act	MITF primary	GPR151 ag
CC(/C=C/c1c[nH]c2ccccc12)=N\O	2.8	0.0	8.5	0.7
Cc1ccc2cc3cc(C(=O)N4CCC5(CC4)OCCO5)oc3nc2c1	-8.6	0.0	6.8	2.1
CCC1(C)CC(CCNCc2ccc(OC)cc2)(c2ccc(OC)cc2)CCO1 (configuration not stated)	10.2	0.1	8.1	-0.1
Cc1cccc(C)c1NC1=NCCCCS1	7.6	0.0	4.3	0.8
CCOc1ccccc1N1CCN(Cc2cccc(O)c2)CC1	-8.4	0.0	5.9	0.4
COCCOC(=O)C1=C(C)OC(N)=C(C(=O)OC)C12C(=O)Nc1ccccc12 (configuration not stated)	3.7	0.0	22.9	0.0
CN(C(=O)Cc1ccccc1)[C@H](CN1CCCC1)c1ccccc1	/	1.9*	2.4	0.0
CC(C)(C)n1nnnc1CN1CCC(n2cnc3cc(F)ccc32)CC1	9.6	-0.1	-6.1	0.1
CCOC(=O)C1(c2ccccc2)CCN(CCC(=O)Nc2ccc(OCC)cc2)CC1	3.2	-0.2	-3.8	0.7
CCOC(=O)c1c(C)n(Cc2ccccc2)c2ccc(OCC(O)CNC(C)(C)C)cc12 (configuration not stated)	-1.5	0.1	9.5	2.3
C[C@H](O)[C@H]1NC(=O)[C@H]2CN(Cc3ccncc3)CCN2C1=O	-1.2	-0.1	12.4	0.5
Cc1ccc(N2C(=O)CC(=O)NC2=S)cc1C	4.9	-0.1	-0.4	3.5
COc1ccc(CN2CCN(Cc3ccccc3OC)CC2)cc1	-8.4	-0.3	76.9*	0.2
O=C1NC(=O)C(=Cc2cc(Br)ccc2OCc2cccc(F)c2)C(=O)N1	-18.5	0.1	-7.4	-0.3
CCCCn1c(=O)c(C(=O)Nc2cccc(Cl)c2Cl)c(O)c2ccccc21	4.9	0.1	2.9	0.2
Cc1c(/C=N/O)c2cc([N+](=O)[O-])ccc2n1C	10.3	0.0	19.8	-0.1
CC1(C)CC(=O)C(C=NCCN2CCN(C(=O)Cc3ccc(Cl)cc3)CC2)=C(O)C1	7.5	0.0	-1.9	1.5
Cc1ccccc1-n1c(CN2C(=O)c3ccccc3C2=O)nc2ccccc2c1=O	-1.0	0.2	29.4	1.1
O=C1Nc2cc(C(=O)N3CCC4(CC3)OCCO4)ccc2S/C1=C\c1ccccc1	6.9	0.1	15.4	-0.5
N#Cc1ccc(NC(=O)COC(=O)Cc2cccc3ccccc23)cc1Cl	4.3	0.3	13.6	-1.5
Cc1ccc(-n2c(/C=C\c3ccccc3F)nc3ccccc3c2=O)cc1F	-7.0	0.0	-2.5	-1.1
Cc1ccc(/C=C2\C(=O)NC(=S)N(c3cccc(F)c3)C2=O)o1	0.1	0.0	11.7	2.1
COc1ccc2c(c1)COC1(CCN(C(=O)N[C@@H](C)c3ccccc3)CC1)O2	12.0	0.2	19.4	-0.6
CC(=O)Oc1cccc(/C=C/c2nc3ccccc3c(=O)n2-c2cccc(Cl)c2)c1	7.5	0.1	12.3	1.6

7 of the compounds above, with values under each structure:
Order of values – TEAD-YAP inh, FBW7 act, MITF primary, GPR151 ag
> CCOC(=O)c1c(C)n(Cc2ccccc2)c2ccc(OCC(O)CNC(C)(C)C)cc12 (configuration not stated)
    -1.5, 0.1, 9.5, 2.3
> C[C@H](O)[C@H]1NC(=O)[C@H]2CN(Cc3ccncc3)CCN2C1=O
    -1.2, -0.1, 12.4, 0.5
> Cc1ccc(N2C(=O)CC(=O)NC2=S)cc1C
    4.9, -0.1, -0.4, 3.5
> COc1ccc(CN2CCN(Cc3ccccc3OC)CC2)cc1
    -8.4, -0.3, 76.9*, 0.2
> O=C1NC(=O)C(=Cc2cc(Br)ccc2OCc2cccc(F)c2)C(=O)N1
    -18.5, 0.1, -7.4, -0.3
> CCCCn1c(=O)c(C(=O)Nc2cccc(Cl)c2Cl)c(O)c2ccccc21
    4.9, 0.1, 2.9, 0.2
> Cc1c(/C=N/O)c2cc([N+](=O)[O-])ccc2n1C
    10.3, 0.0, 19.8, -0.1

(continued)
SMILES	TEAD-YAP inh	FBW7 act	MITF primary	GPR151 ag
CCN1CCN(Cc2cc(Cl)ccc2O)CC1	1.7	0.0	8.4	0.1
Cc1cc(C)cc(-n2c(/C=C\c3ccc(F)cc3)nc3ccccc3c2=O)c1	4.8	0.1	-13.2	1.3
CCCOC(=O)c1c(N)n(Cc2ccco2)c2nc3ccccc3nc12	0.5	-0.8	-5.9	-1.7
COc1cc(CN2CCN(C)C(CCO)C2)cc(Cl)c1OC (configuration not stated)	-5.9	0.1	1.0	-0.7
O=c1c2ccccc2nc(/C=C/c2cccc3ccccc23)n1-c1cccc(Cl)c1	-6.8	0.0	9.6	-1.2
CC1C(C#N)=C(N)Oc2c1c(=O)oc1ccccc21 (configuration not stated)	-1.6	0.1	13.0	-1.3
COCc1c(C(=O)NCc2ccncc2)c(=O)cc(C)n1CCCc1ccccc1	-8.8	0.0	10.3	-0.9
CC(C)P(=O)(Nc1ccccc1)C(C)C	4.0	-0.1	1.4	8.0*
CN1CCN(c2cc(N3CCCC3)ccc2[N+](=O)[O-])CC1	-0.1	-0.1	7.2	0.6
CC(=O)OC1(c2ccccc2)CCN(C)C(C)C1C (configuration not stated)	1.8	-0.1	-7.5	0.5
Oc1ccc(CC2CC3CCN2CC3)cc1 (configuration not stated)	1.0	0.2	1.8	1.2
COc1ccc(C2(CN)CCCC2)cc1	0.9	0.1	0.0	0.1
C=CCN1C(=O)/C(=C\c2cccs2)C(=O)NC1=S	-5.3	-0.1	4.2	-0.7
O=C1NC(=O)N(Cc2ccc(F)cc2)C(=O)/C1=C\C=C\c1ccco1	0.2	0.0	19.6	-0.9
CC(Cc1cccs1)NC1CCN(c2ccc(C(=O)NCc3cccnc3)cc2)CC1 (configuration not stated)	-4.2	0.2	0.6	2.2
CN(C)c1ccc(C(=O)Nc2ccc(Cl)cc2C(=O)c2ccccc2)cc1	2.2	-0.1	5.2	0.7
CC(C)N1CCN(Cc2cc(F)cc(F)c2)CC1CCO (configuration not stated)	5.3	0.2	12.5	0.1
CCCCn1c(C)c(C(=O)OCC)c2cc(OC(=O)Cc3ccccc3)c3ccccc3c21	4.2	0.1	-2.5	-1.1
CCCCn1c(N)c(C(=O)NCCN2CCOCC2)c2nc3ccccc3nc21	7.5	0.8	2.0	-0.9
CC12C=CC(O1)C1C(=O)N(c3ccc4c(c3)OCO4)C(=O)C12 (configuration not stated)	10.9	-0.2	-1.4	-1.2
Cc1cc(C(=O)COC(=O)C(O)(c2ccccc2)c2ccccc2)c(C)n1C	-78.7	-0.4	3.0	0.0
CCOP(=O)(OCC)C(NC(=O)c1ccc(F)cc1)c1ccccc1 (configuration not stated)	-9.9	-0.1	-3.9	-1.9
CCc1ccc(CN2CCN(Cc3cccc(C)c3)CC2)cc1	-8.2	-0.2	39.2	-0.4
N#Cc1nn(-c2c(Cl)cc(C(F)(F)F)cc2Cl)c(N)c1S(=O)C(F)(F)F (configuration not stated)	8.1	0.2	7.3	2.3

Pulled one by one from above, 2 records:
SMILES	TEAD-YAP inh	FBW7 act	MITF primary	GPR151 ag
CC(C)N1CCN(Cc2cc(F)cc(F)c2)CC1CCO (configuration not stated)	5.3	0.2	12.5	0.1
O=C1NC(=O)N(Cc2ccc(F)cc2)C(=O)/C1=C\C=C\c1ccco1	0.2	0.0	19.6	-0.9

Continuation.
SMILES	TEAD-YAP inh	FBW7 act	MITF primary	GPR151 ag
O=C(c1cc([N+](=O)[O-])c[nH]1)C(Cl)(Cl)Cl	4.2	0.0	-7.4	-0.1
c1ccc2c(c1)OCC(C1=NCCN1)O2 (configuration not stated)	-4.0&6.0	0.1&0.4&-0.1&-0.1	15.7&-0.5&-3.3&9.7	0.6&0.9&0.2&-0.7
O=C(NC1CCCc2ccccc21)c1nc2ccccc2s1 (configuration not stated)	-5.8	0.1	0.3	0.0
COc1cccc(CN2CCN(Cc3cccc(OC)c3)CC2)c1	-2.7	0.0	6.6	0.1
O=c1oc2ccccc2c(O)c1C(c1cc2c(cc1[N+](=O)[O-])OCO2)c1c(O)c2ccccc2oc1=O	1.4	-0.1	-12.8	-1.5
Nc1ccc(-c2ccc(N)c(N)c2)cc1N	0.9	-0.8	1.3	-1.2
NCCc1ccc(O)cc1	-9.6&-4.5	0.3&0.1	25.1&8.2	1.1&-0.4
Cc1ccnc(NC(=O)c2c(O)c3c(n(Cc4ccco4)c2=O)CCCC3)c1	-24.6	-0.1	-2.6	-0.5
CCOC(=O)NC(C)Cc1ccccc1 (configuration not stated)	-2.6	-0.1	-2.0	-1.2
Nc1ccc(Br)cc1C(=O)c1ccc(Cl)cc1Cl	-1.4	-0.3	-2.3	-1.2
C[C@@H](O)[C@@H]1NC(=O)[C@H]2CN(Cc3ccccn3)CCN2C1=O	1.4	-0.1	11.9	1.9
CNC(=S)Nc1ccc(Br)cc1Cl	6.2	-0.1	-1.6	0.4
COC1CC(O[C@H]2CC[C@]3(C=O)C4CC[C@]5(C)C(C6=CC(=O)OC6)CC[C@]5(O)C4CC[C@]3(O)C2)OC(C)C1O (some centres not stated)	101.2*	0.3	11.5	-0.3
COc1ccc2[nH]c(C)c(CCNCc3ccc(OC)c(C)c3OC)c2c1	9.6	-0.3	20.8	-1.9
C=CCN1C(=O)NC(=O)/C(=C/C=C/c2ccccc2)C1=O	-10.1	-0.4	-10.6	0.1
Cc1ccc(-n2c(C)nc3ccccc3c2=O)cc1C	3.6	0.0	2.0	1.3
CCOC(=O)C1C2NC(=S)NC1(C)Oc1ccccc12 (configuration not stated)	-15.4	-0.3	-2.0	-0.5
O=C(c1nc2sccn2c1CN1CC=C(c2ccccc2)CC1)N1CCCCC1	-1.1	0.1	13.8	-1.3
CCOC(=O)c1ccc(NC(=O)CCc2nc(C3=CCN(C)CC3)no2)cc1	12.1	3.4*	61.6*	1.2
O=C(CCCN1CCC(n2c(=O)[nH]c3ccccc32)CC1)c1ccc(F)cc1	/	0.0	21.8	4.5
CC1CCCC(C)N1C(=O)C(Cl)(Cl)Cl (configuration not stated)	5.4	0.0	-0.1	1.7
Cc1cccn2c(=O)c3cc(C#N)c(=O)n(CCN4CCOCC4)c3nc12	1.8	-0.2	7.3	2.8
CCCCOC(=O)C1(O)c2ccccc2-c2ccccc21	13.6	0.3	5.8	1.5
O=C(O)Cn1cc(/C=C2\C(=O)NC(=O)N(c3ccc(Cl)cc3)C2=O)c2ccccc21	-7.0	-0.2	-4.0	-0.6

Among those listed so far, 4 contain a cyano group.
SMILES	TEAD-YAP inh	FBW7 act	MITF primary	GPR151 ag
N#Cc1ccc(NC(=O)COC(=O)Cc2cccc3ccccc23)cc1Cl	4.3	0.3	13.6	-1.5
CC1C(C#N)=C(N)Oc2c1c(=O)oc1ccccc21 (configuration not stated)	-1.6	0.1	13.0	-1.3
N#Cc1nn(-c2c(Cl)cc(C(F)(F)F)cc2Cl)c(N)c1S(=O)C(F)(F)F (configuration not stated)	8.1	0.2	7.3	2.3
Cc1cccn2c(=O)c3cc(C#N)c(=O)n(CCN4CCOCC4)c3nc12	1.8	-0.2	7.3	2.8

Continued:
SMILES	TEAD-YAP inh	FBW7 act	MITF primary	GPR151 ag
CN(C)CCSc1nc2ccccc2c(=O)n1-c1ccccc1	-1.5	0.4	8.8	-2.4
COc1ccc(CCNCc2cc(OC)c(OC)cc2OC)cc1	7.3	-0.1	60.7*	-1.4
O=C1CN(O)C(c2ccccc2)=c2cc(Cl)ccc2=N1	-2.1	0.2	1.3	1.9
CCCC[N+]12CCC(CC1)C(C(O)(c1ccccc1)c1ccccc1)C2 (configuration not stated)	11.8	-0.2	-1.8	-1.1
O=C(Nc1ccc(Cl)cc1C(=O)c1ccccc1)c1cncc(Br)c1	1.8	0.1	-2.4	0.9
COc1cc(OC)c(CN2CCN(C)C(CCO)C2)c(OC)c1 (configuration not stated)	-3.6	0.0	4.9	0.0
O=C1[C@H]2CN(Cc3ccccn3)CCN2C(=O)[C@H]2CCCN12	13.1	-0.3	-0.7	-0.1
CC(C)C/C(=N/O)c1cn(C)c2ccccc12	-1.5	0.4	6.9	0.7
Fc1ccccc1CNCCc1c[nH]c2ccccc12	0.6	0.2	48.3	0.4
COc1cc2c(c3oc4cccc(O)c4c(=O)c13)C1C=CO[C@@H]1O2 (some centres not stated)	-15.6	-0.2	12.0	0.5
O=C(O)c1ccc2c(c1)N=C(Cl)c1ccccc1S2	-14.2	0.1	17.4	-0.2
CCP(=S)(CC)c1cccc(C(=O)O)c1	7.9	-0.1	1.7	-0.2
COc1ccc(CN2CCN(CC(C)C)CC2CCO)cc1C (configuration not stated)	6.6	0.0	10.3	-0.7
